SMN2 splice enh: SMN2 splice variant enhancement; HEK293 SMN2-luciferase splicing reporter, luminescence, 30-36 h; Potency, µM (doses to about 46.1 µM), inactives show top-dose activity change, positive = activation, hits mostly activators; 210,000 tested, 2.8% active; also: % of control where 0% means no effect; nearly all actives have a fitted effect of over 55% in size
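HEK293 cells carry an SMN2 minigene-luciferase reporter in which exon 7 inclusion puts luciferase in frame. Cells were seeded at 2000 cells/well, attached for 10-12 hours, then exposed to compounds for 30-36 hours at 37C before ONE-Glo luminescence.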
Tau fluor counter: counter-screen for tau fibril formation inhibitors; tau K18 P301L Alexa594 fluorescence, heparin fibrillization; Potency, µM (highest dose often 57.7 µM), for the others: at the highest dose activity change, negative = decrease; 280,000 tested, 0.93% active; also: % is scaled to controls: 0 for no effect and ±100 for the full control effect; nearly all actives have a fitted effect of over 55% in size
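Human tau K18 P301L (15 uM unlabeled, 0.24 uM Alexa 594-labeled) in 100 mM sodium acetate pH 7 with 20 uM heparin, 6 hr at 37 C. ThT 30 uM added, 1 hr ambient; Alexa 594 FP and total fluorescence read at 555/632 nm.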
Tau fibril FP: inhibitors of human tau fibril formation | P10636 | K18 P301L tau heparin fibrillization, Alexa594 FP, 6 h | Potency, µM (series often up to 57.7 µM), without a hit: at the top dose activity, negative = inhibition, most hits filed as inhibitors | 280,000 tested, 0.39% active; also: % is scaled to controls: 0 for no effect and ±100 for the full control effect; nearly all actives have a fitted effect of over 55% in size
Target sequence (P10636 561-689 P618L limits assumed): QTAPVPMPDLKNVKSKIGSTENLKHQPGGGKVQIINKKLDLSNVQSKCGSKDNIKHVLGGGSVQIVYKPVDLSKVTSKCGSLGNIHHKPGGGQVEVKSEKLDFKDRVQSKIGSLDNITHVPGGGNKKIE
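Read-out: fluorescence polarization of Alexa 594-labeled tau (0.24 uM), 555 nm excitation, 632 nm emission. Mixtures held 15 uM unlabeled K18 P301L, compound and 20 uM heparin, pH 7 acetate buffer, incubated 6 hr at 37 C.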
ALDH1A1 inh: blocks purified human ALDH1A1 activity | P00352 | Purified ALDH1A1, NADH fluorescence, propionaldehyde substrate | Potency, µM (series often up to 75.3 µM), inactives show at the highest dose activity, negative = inhibition, usual class: inhibitors | 220,000 tested, 7.3% active; active = well fitted inhibition curve with a large enough effect, not every such curve was filed as active; inconclusive = small, poorly fitted or top-dose-only effect, or another doubt; inactive = no such curve, though single readings can be large or run the other way;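 also: plate controls were no enzyme wells and a reference inhibitor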
Target sequence (P00352 whole entry, looked up): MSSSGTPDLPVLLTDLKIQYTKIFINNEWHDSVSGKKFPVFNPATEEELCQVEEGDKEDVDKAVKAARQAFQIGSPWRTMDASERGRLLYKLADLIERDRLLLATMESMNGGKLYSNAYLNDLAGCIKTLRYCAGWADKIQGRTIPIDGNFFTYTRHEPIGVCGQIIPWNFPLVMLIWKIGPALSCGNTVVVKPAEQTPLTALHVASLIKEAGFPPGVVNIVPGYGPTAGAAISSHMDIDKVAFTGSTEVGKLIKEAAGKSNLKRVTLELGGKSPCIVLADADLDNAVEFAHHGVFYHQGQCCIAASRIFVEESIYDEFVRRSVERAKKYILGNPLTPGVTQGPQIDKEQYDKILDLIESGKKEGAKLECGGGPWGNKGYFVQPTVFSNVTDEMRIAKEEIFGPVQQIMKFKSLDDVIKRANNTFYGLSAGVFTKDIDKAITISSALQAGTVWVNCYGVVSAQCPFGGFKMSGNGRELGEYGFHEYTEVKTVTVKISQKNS
HTT aggregate: inhibitors of mutant huntingtin aggregate formation in PC12 cells. PC12 HttQ103-GFP aggregates, Acumen cytometry, 40 h. Potency, µM (series often up to 46.1 µM), inactives show at the highest dose activity change, negative = inhibition, most hits filed as inhibitors. 220,000 tested, 1.1% active; also: % is scaled to controls: 0 for no effect and ±100 for the full control effect; nearly all actives have a fitted effect of over 60% in size
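PC12 cells stably carrying ecdysone-inducible HTT exon 1 Q103–GFP were induced with tebufenozide (100 nM final) and treated with library compounds in titration. GFP aggregates in lysates were counted by laser scanning cytometry.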
KDM4E inh: JMJD2E (human) inhibition; B2RXH2; JMJD2E catalytic domain, FDH-coupled NADH fluorescence (FDH is formaldehyde dehydrogenase); Potency, µM (top dose mostly 57.1 µM), without a hit: top-dose activity change, negative = inhibition, actives largely listed as inhibitors; 230,000 tested, 1.6% active; AID 2147; active = well fitted inhibition curve with a large enough effect, not every such curve was filed as active; inconclusive = small, poorly fitted or top-dose-only effect, or another doubt; inactive = no such curve, though single readings can be large or run the other way;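 also: 0% = wells with enzyme and -100% = buffer wells without enzyme; nearly all actives have a fitted effect of over 50% in size; many of its hits are not listed in these tables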
Target sequence (B2RXH2 1-337 limits assumed): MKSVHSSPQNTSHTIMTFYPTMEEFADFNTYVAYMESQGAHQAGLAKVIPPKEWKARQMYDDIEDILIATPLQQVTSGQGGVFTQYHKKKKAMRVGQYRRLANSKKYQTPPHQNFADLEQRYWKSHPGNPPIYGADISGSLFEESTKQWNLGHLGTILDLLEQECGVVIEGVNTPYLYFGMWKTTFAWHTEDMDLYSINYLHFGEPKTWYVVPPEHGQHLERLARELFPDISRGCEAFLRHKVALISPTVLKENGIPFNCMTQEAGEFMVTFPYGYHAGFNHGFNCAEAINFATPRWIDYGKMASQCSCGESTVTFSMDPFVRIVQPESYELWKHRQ
HTT ATP protect: Huntington cell model cytoprotection by ATP luminescence. PC12 HTT-Q103 induced, cytoprotection, ATP luminescence, 40 h. Potency, µM (highest dose often 56.4 µM), without a hit: cytoprotection (ATP increase), most hits filed as activators. 230,000 tested, 0.14% active;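 also: % of control where 0% means no effect; nearly all actives have a fitted effect of over 45% in size; toxic huntingtin expression switched on by the ecdysone agonist tebufenozide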
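Cells were plated at 1500 per well in phenol red-free DMEM with 5% equine and 5% calf serum. Tebufenozide (100 nM final) and compounds were added, then ATPlite reagent, and luminescence was read.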
Tau fibril ThT: tau fibrillization inhibition (ThT binding); recombinant tau K18 P301L (four-repeat tau fragment), heparin-induced fibrillization, ThT fluorescence; Potency, µM (series often up to 57.4 µM), for the others: at the highest dose activity, negative = inhibition, actives largely listed as inhibitors; 270,000 tested, 2.1% active; AID 1460; also: % is scaled to controls: 0 for no effect and ±100 for the full control effect; nearly all actives have a fitted effect of over 55% in size
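Tau K18 P301L fragment (15 uM unlabeled plus 0.24 uM Alexa 594-labeled) in 100 mM sodium acetate pH 7 with compound, fibrillization induced by 20 uM heparin for 6 hr at 37 C. Thioflavin T (30 uM) added, fluorescence read after 1 hr (ex 450, em 510 nm).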
* hit, by the source's call; u = inconclusive; x = no result given; [ ] = remark or other dose. Unless noted, calls follow the shape of the dose curve; as a rule, active = well fitted curve in the direction sought with a large enough effect; inconclusive = small, poorly fitted or top-dose-only effect, or another doubt; inactive = no such curve, though single readings can be large; an effect the other way counts as inactive or inconclusive. Potency is read from the fitted curve at half-maximal effect. Some of the compounds tested, so the mix of outcomes need not match the whole.

SMILES	SMN2 splice enh	Tau fluor counter	Tau fibril FP	ALDH1A1 inh	HTT aggregate	KDM4E inh	HTT ATP protect	Tau fibril ThT
COc1ccc(S(=O)(=O)Nc2cc(C(=O)NCCCN3CCOCC3)ccc2N2CCOCC2)cc1	16%	-3%	6%	u	4%	0%	-34%	-4%
O=C(Nc1nc2cc3c(cc2s1)OCO3)C1=COCCO1	0.5µM*	-14%	-10%	-1%	-5%	99%[activator]	x	u
Cc1ccc(S(=O)(=O)/N=C2\CN(C)C(=O)N2C)cc1	-18%	-9%	-7%	14%	-14%	7%	x	-12%
CCOc1cc(NC(=S)NCCCN2CCOCC2)c(OCC)cc1NC(=O)c1cccc(F)c1	-10%	-3%	6%	u	-12%[9.22 µM]	-1%	-16%[10 µM]	-1%
O=C(NCc1cccnc1)c1ccc(COc2ccc(Cl)cc2)cc1	-70%[inhibitor]	-18%	1%	3%	u	5%	x	-5%
CNC(=O)CCCc1nc(-c2ccccc2Cl)no1	-12%	-1%	9%	9%	10%	6%	12%[10 µM]	-4%
O=C(CN(CC1CCCO1)C(=O)c1nsc(Cl)c1Cl)NC1CCCC1 (stereo unspecified)	x	-2%[2.34 µM]	-1%	1%	-2%[9.22 µM]	1%	32%[10 µM]	-1%
Cc1cccc(CN2CCN(CC(C)C)C(CCO)C2)n1 (stereo unspecified)	x	-5%	-1%	x	11%[9.22 µM]	-19%	10%[10 µM]	-8%
COc1ccc(/C(O)=C2\C(=O)C(=O)N(CCN(C)C)C2c2cccc(OC)c2OC)cc1Cl (stereo unspecified)	-4%	-2%	-1%	u	1%	-15%	-3%	-6%
Cc1cc(C(=O)NC2CCCCC2)on1	x	-7%	-4%	x	-11%[9.22 µM]	1%	18%[10 µM]	x
O=C1C2CCCN2C(c2cccs2)N1c1ccc(F)cc1 (stereo unspecified)	2%	-8%	-9%	-10%	-9%	-6%	-9%	-4%
Cn1c2ccc(F)cc2c2ncn(Cc3ccco3)c(=O)c21	-20%	-2%	10%	u	-32%	u	-32%	-7%
N=C(N)SCc1ccccn1	x	-1%	0%	7%	-2%	-5%	x	2%
CCOc1ccccc1C1CC(=O)Oc2c1c(=O)n(C)c1ccccc21 (stereo unspecified)	10%	-10%	-2%	x	x	x	x	-5%
C=CCn1c(SCc2ccc(F)cc2)nc2c1c(=O)[nH]c(=O)n2C	-2%	-11%	-3%	u	-7%	-4%	-25%	-15%
CC(C)Oc1ccc(C(=O)Nc2c(C(=O)Nc3cccc(F)c3)oc3ccccc23)cc1	11%	-25%	u	x	x	x	x	5%
O=C(Nc1ccc(N2CCCCC2)cc1)c1cccnc1	22µM*	-13%	4%	u	-12%	2%	-69%[inhibitor][10 µM]	u
COc1cc(/C=C(\C#N)c2nc3ccc(C)cc3[nH]2)cc([N+](=O)[O-])c1O	u	8.9µM*[quencher]	-1%	-6%	13%[9.22 µM]	0%	18%[10 µM]	2µM*
COc1ccc(CCNC(=O)C(=O)Nc2ccc3c(c2)OCCO3)cc1OC	-2%	10%	-5%	5%	-11%	-2%	-16%	-4%
COc1ccc(N(C(=O)CSCC(=O)Nc2cc(C)on2)C(C(=O)NC2CCCCC2)c2ccc(O)c(O)c2)cc1 (stereo unspecified)	-7%[1.84 µM]	-16%	7%	4%	-23%	11µM*	-2%[10 µM]	-20%
CC(C)CC(C(=O)NC(C)(C)C)N(CC1CCCO1)C(=O)c1snc(C(N)=O)c1N (stereo unspecified)	-38%[inhibitor]	-5%	2%	25%	6%[9.22 µM]	-2%	17%[10 µM]	-5%
Cc1ccc(S(=O)(=O)Nc2ccc(Cl)cc2C(=O)c2ccc(F)cc2)cc1	-21%	-25%	8%	-11%	u	5%	4%[10 µM]	u
CCN1CCN(c2nc3c(c(=O)n(C)c(=O)n3C)n2CCSc2ncccn2)CC1	u	-3%	1%	11%	-6%	-3%	4%	1%
CCCc1cc(-n2ccnc2)n2c(nc3ccccc32)c1C#N	-8%	-1%	6%	u	u	u	12%[10 µM]	-18%
C=CCn1c(COc2ccccc2F)nnc1SCC(=O)N1CC(=O)Nc2ccccc21	-15%	11%	4%	-5%	-13%	8%	42%	0%

Continued.
SMILES	SMN2 splice enh	Tau fluor counter	Tau fibril FP	ALDH1A1 inh	HTT aggregate	KDM4E inh	HTT ATP protect	Tau fibril ThT
Cc1sc2ncnc(OCC(=O)NC(C)C(C)C)c2c1C (stereo unspecified)	-9%	3%	2%	0%	-10%	-1%	-44%[inhibitor]	1%
Cc1cc(NC(=O)c2ccc3c(c2)OCO3)ccc1NC(=O)c1ccco1	17%	-2%	3%	-4%	-1%	14%	u	u
COc1ccccc1C(=O)C1CCCN(C(=O)c2cc(CC(C)C)nc(C)n2)C1 (stereo unspecified)	x	-1%	-3%	-5%	-16%[9.22 µM]	-10%	-10%[10 µM]	-2%
CCC1S/C(=N\S(=O)(=O)c2cccs2)N(C2CCCCC2)C1=O (stereo unspecified)	4%	-22%	-4%	7.9µM*	-10%	-1%	-24%[10 µM]	-14%
COCCn1c(CN2CC(C)CC(C)C2)nc2c1c(=O)n(C)c(=O)n2C (stereo unspecified)	-12%	-6%	-6%	u	-6%	15%	-20%	-2%
Cc1cccc(N(C(=O)Cn2nnc3ccccc32)C(C(=O)NCc2ccco2)c2ccncc2)c1 (stereo unspecified)	u	0%	7%	-6%	-3%	-1%	-14%[10 µM]	-13%
COC(=O)c1ccc(NC(=O)CN(c2ccc(C)cc2)S(=O)(=O)c2c(C)n[nH]c2C)cc1	x	-12%	-2%	6%	-5%	-11%	8%	-14%
C[C@@H](C(=O)N1CCNCC1)n1cc(CCCN=C(N)N)nn1	x	1%	-3%	-2%	-10%[9.22 µM]	1%	-15%[10 µM]	1%
Cc1ccc2c(c1)N(CC(=O)NCCc1ccccc1)C(=O)CO2	-5%	-10%	-6%	x	x	x	x	-3%
O=C1c2ccccc2C(O)N1CCN1CCOCC1 (stereo unspecified)	6%	2%	-6%	6%	-2%	5%	-25%	-1%
CCn1c(=O)n(-c2ccc(F)c(Cl)c2)c(=O)c2c3c(sc21)CN(C(C)=O)CC3	-6%	-15%	-5%	x	x	x	x	-7%
O=S(=O)(c1ccc(OCC(O)CN2CCc3ccccc3C2)cc1)N1CCOCC1 (stereo unspecified)	-15%	0%	-2%	-11%	1%	-6%	33%[10 µM]	5%
O=c1c(/C=C(\O)c2ccc(F)cc2)nc2ccccc2n1-c1ccccc1	1%	-22%	-10%	u	-10%	28µM*	9%	u
CC(Nc1ccc2c(c1)OCCO2)C(=O)Nc1ccc2c(c1)OCO2 (stereo unspecified)	-11%	-17%	4%	-3%	-8%	-6%	-16%	-16%
C1CN(CC2CCN(c3nc4nonc4nc3N3CCSCC3)CC2)CCO1	x	-3%	-2%	u	11%[9.22 µM]	3%	11%[10 µM]	4%
COc1ccc(OC)c(NC(=O)C2CC(=O)N(c3ccc(Br)cc3)C2)c1 (stereo unspecified)	14%	-14%	4%	17%	-5%	6%	17%[10 µM]	-14%
COc1ccc(-c2csc(/C=C/c3ccc4c(c3)OCO4)n2)cc1OC	-8%	1%	7%	-1%	1%	-7%	-18%[10 µM]	4%
CSc1ncccc1C(=O)NCCc1ccccc1	-17%	-1%	-13%	4%	6%	-2%	-3%	0%
Cc1cnc(C(=O)OCC(=O)NC23CC4CC(CC(C4)C2)C3)cn1	8%	-5%	-2%	25µM*	10%	-3%	-7%	-4%
Cc1ccc(C(=O)Nc2ccc(Cl)cc2C(F)(F)F)c(Cl)c1	u	-17%	-7%	12%	13%	1%	-5%[10 µM]	u
O=C(CC1Nc2ccccc2NC1=O)Nc1ccccc1 (stereo unspecified)	17%	-29%	8%	u	21%	u	-15%[10 µM]	u
COC(=O)N1C2CC3(C)CC(=O)CC1(C)C3c1ccccc12 (stereo unspecified)	4%[9.22 µM]	-15%[11.6 µM]	-1%[11.6 µM]	10%[13.5 µM]	x	4%[11.4 µM]	-15%[10 µM]	-5%[11.5 µM]
CCc1nc2ccccc2n1CC1CC1(Cl)Cl (stereo unspecified)	-21%	-5%	3%	8%	-2%	7%	-13%	-6%
CC(C)[C@H](NC(=O)Cc1ccccc1)C(=O)OCc1cc(=O)n2c(n1)sc1ccccc12	x	-4%	-4%	-2%	16%	u	-31%[10 µM]	-3%
CCOC(=O)N1CCN(S(=O)(=O)c2ccc(C)c([N+](=O)[O-])c2)CC1	x	-12%	0%	7%	-5%[9.22 µM]	1%	9%[10 µM]	-9%

Shown as a hit in Tau fibril ThT, among the entries above:
| compound | Tau fibril FP | ALDH1A1 inh | HTT aggregate | KDM4E inh | Tau fibril ThT |
| --- | --- | --- | --- | --- | --- |
| COc1cc(/C=C(\C#N)c2nc3ccc(C)cc3[nH]2)cc([N+](=O)[O-])c1O | -1% | -6% | 13%[9.22 µM] | 0% | 2µM* |

(next part)
SMILES	SMN2 splice enh	Tau fluor counter	Tau fibril FP	ALDH1A1 inh	HTT aggregate	KDM4E inh	HTT ATP protect	Tau fibril ThT
CN(C)/C=C(\C#N)C(=O)Nc1ccc(F)c(Cl)c1	x	-4%	0%	x	-5%[9.22 µM]	-3%	17%[10 µM]	x
COCCNC(=O)c1ccc2c(c1)N(Cc1cc(C)ccc1C)C(=O)c1ccccc1S2=O (stereo unspecified)	9%	-22%	-7%	x	x	x	x	-1%
COc1ccc(C(C)=O)cc1CSc1nnc(Nc2ccccc2C)s1	-34%[inhibitor]	-10%	2%	u	-21%	8%	42%[0.074 µM]	u
O=C(/C=C/c1ccccc1)N(Cc1cccc(Cl)c1)C1CCS(=O)(=O)C1 (stereo unspecified)	x	-27%	-2%	x	-16%[9.22 µM]	4%	-2%[10 µM]	x
Cn1c(=O)c2c(nc(SCCN3CCCCC3)n2Cc2ccccc2)n(C)c1=O	-8%	-9%	-7%	3%	-5%	-5%	9%	-11%
Cc1cc(C)c2c(n1)SCC(=O)N2CC(=O)Nc1ccccc1C	7%	-6%	-3%	x	x	x	x	-5%
CCOc1cc(/C=N/NC(N)=S)cc(Br)c1OCc1ccccc1C	-9%	u	u	1.3µM*	-17%	5%	x	-17%
CC(C)CNC(=O)COC(=O)c1n[nH]c2ccccc12	-8%	2%	4%	u	-11%	u	5%	0%

Screens deposited in PubChem BioAssay by National Center for Advancing Translational Sciences (NCATS).
